High-throughput results as filed in PubChem BioAssay.
MrgX1 allo act = human MrgX1 positive allosteric modulation, primary screen. MrgX1-HEK293, Fluo-4 calcium flux, FDSS; stronger effect = higher value. Q96LB2. B-score at 10 µM. hit rate 0.63% among 310,000. AID 588675;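 active = plate-corrected calcium response at least 3 library SD above typical, normal starting fluorescence, not activating the receptor alone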;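 note: compound read alongside a low EC10 to EC30 dose of BAM8-22 agonist; peak minus trough fluorescence over baseline measured at the second addition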
Target sequence (Q96LB2 whole entry, looked up): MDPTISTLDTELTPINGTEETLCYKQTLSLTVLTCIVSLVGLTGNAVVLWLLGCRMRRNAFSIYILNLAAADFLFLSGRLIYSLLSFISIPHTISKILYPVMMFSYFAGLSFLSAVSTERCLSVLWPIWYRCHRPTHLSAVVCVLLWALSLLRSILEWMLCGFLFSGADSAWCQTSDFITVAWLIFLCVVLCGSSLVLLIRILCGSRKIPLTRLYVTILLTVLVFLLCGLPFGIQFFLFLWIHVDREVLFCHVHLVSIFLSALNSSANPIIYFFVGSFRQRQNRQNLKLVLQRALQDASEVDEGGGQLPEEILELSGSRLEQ
TRPC6 inhibitor = inhibitors of mouse TRPC6 channel | HEK293-TRPC6, membrane potential dye, ACh-evoked depolarization; stronger effect = lower value | Q61143 | hit rate 1.1% among 310,000 | AID 2553 | B-score at 10 µM;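 active = B-score under library mean minus 3 SD, initial fluorescence not abnormally high, positive integrated signal ratio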;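 note: B-score derived from integrated fluorescence ratio over the kinetic read; more negative B-score means stronger inhibition of depolarization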
TRPC4 inh = TRPC4 (mouse) channel inhibition; HEK293 TRPC4beta/mu-opioid, DAMGO-evoked Fluo4 calcium flux; stronger effect = lower value; hit rate 0.39% among 300,000; Q9QUQ5; B-score at 10 µM;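 active = B-score over 3 SD under the library average, no early fluorescence shift, positive overall ratio signal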
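Assay system: HEK293 cells with stable TRPC4beta plus mu-opioid receptor expression. Dosing: single dose. Measured by: Fluo4 Ca2+ flux fluorescence. Also added: DAMGO in two steps, submaximal then maximal. Read-out: B score from integrated Fluo4 fluorescence ratio.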
MrgX1 agonist = activates human MrgX1 receptor signaling. Q96LB2. MrgX1-HEK293 cells, Fluo-4 calcium fluorescence, agonist mode; stronger effect = higher value. B-score at 10 µM. hit rate 0.44% among 310,000. AID 588627;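 active = calcium response B-score plate-corrected fluorescence ratio at least 3 library SD, with starting fluorescence B-score inside 5 SD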
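Material: MrgX1-expressing HEK293 cells; input: 15,000 cells per well; doses: test compound given as first of three sequential additions; schedule: overnight plating before 1 h dye loading; technique: Fluo-4 NW calcium-flux fluorescence, kinetic read; evaluation: baseline-normalised fluorescence change ratio, B-scored; control set: plate-wise positive and negative controls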
HIF activator = HIF pathway transcriptional activation. activation, % at 7.5 µM (by protocol). hit rate 0.32% among 300,000. U2OS HRE-luciferase reporter, luminescence; normalized: DMSO 0%, desferrioxamine 100%;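 active = mean activation of at least 10% of the iron chelator positive control signal, with at least half of replicates also reaching 10%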
TRPC4 potent = TRPC4 (mouse) allosteric potentiation; Q9QUQ5; HEK293 TRPC4beta/mu-opioid, DAMGO EC20, Fluo-4 Ca2+ flux; stronger effect = higher value; B-score at 10 µM; hit rate 0.42% among 310,000;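 active = B-score of calcium response area above 5 SD of library B-scores, with initial fluorescence ratio within 5 SD of library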;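 note: B-score of integrated fluorescence ratio over time as area under calcium response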
TRPC6 activator = activates the mouse TRPC6 cation channel; Q61143; HEK293-TRPC6 membrane potential dye fluorescence; stronger effect = higher value; B-score at 10 µM; hit rate 0.13% among 310,000; AID 2550;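 active = B-score of the integrated fluorescence ratio above library mean plus 3 SD, and starting fluorescence ratio within library mean plus 5 SD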;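 note: higher score means more depolarization so channel activation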
AI-2 QS mod = Vibrio harveyi AI-2 quorum sensing modulation | Vibrio harveyi JMH597 AI-2 luminescence/OD600 ratio, 9 h; stronger effect = lower value; strain lacks LuxN and CqsS sensors; 0 = neutral-control median | activity change, % at 7.5 µM | hit rate 0.4% among 300,000; in the data active = activity change below about -75%, passing the limit was not always enough;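 note: luminescence divided by OD600 gain over 9 h not by final OD600 alone; inactives centre near 13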
TRPC4 agonist = TRPC4 (mouse) channel activation. Q9QUQ5. HEK293 TRPC4beta/mu-opioid, Fluo4 calcium fluorescence; stronger effect = higher value. B-score at 10 µM. hit rate 0.49% among 310,000. AID 2237;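 active = B-score above 5 SD of library B-scores, and initial fluorescence ratio not above library mean plus 5 SD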;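 note: positive B-score marks a calcium rise read as TRPC4 activation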
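System: HEK293 cells stably co-expressing mouse TRPC4beta and mu-opioid receptor; Schedule: Fluo4 dye loading 45 min at room temperature, 110 s recording; Detection: Fluo4 fluorescence, kinetic; Evaluation: B-scored integrated calcium fluorescence ratio; Controls: buffer (low) and maximal DAMGO (high).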
PolyA inhibitor = yeast polyadenylation inhibition; S. cerevisiae SKY197-pL101 polyadenylation reporter, beta-gal luminescence; efflux-impaired pdr1/pdr3 knockout yeast; score 100 = 6 SD above DMSO; AID 1875; calls only at 12 µM; hit rate 0.02% among 300,000;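 active = lowest replicate activity score at least 50, where 100 means six control SD above control mean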;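 note: yeast exposed to compound for 9 h at 30 °C; higher score means more reporter readthrough which indicates perturbed polyadenylation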
MrgX1 antag = human MrgX1 receptor antagonism, primary screen | hit rate 1.3% among 310,000 | AID 588676 | B-score at 10 µM | MRGX1-HEK293 calcium flux, Fluo-4, BAM8-22 antagonism; stronger effect = lower value | Q96LB2;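 active = calcium-response B-score plate-corrected more than 3 library SD below zero, starting fluorescence within 5 deviations, no agonist response on first addition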;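 note: peak minus trough fluorescence over baseline after final BAM8-22 challenge near maximal dose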
An asterisk follows results filed as active; i = inactive; · = not tested or not shown. These rows are one share of the data. The share of hits here may be higher or lower than overall.

Below each compound: MrgX1 allo act	TRPC6 inhibitor	TRPC4 inh	MrgX1 agonist	HIF activator	TRPC4 potent	TRPC6 activator	AI-2 QS mod	TRPC4 agonist	PolyA inhibitor	MrgX1 antag
CCN1CCN(C(=O)CNC(=O)c2nn(-c3ccc(OC)cc3)c(=O)c3ccccc23)CC1
    i	i	i	i	0.3	i	i	18.2	i	i	i
O=C(O)c1[nH]c2ccc(Br)cc2c1CCN1C(=O)c2cccc([N+](=O)[O-])c2C1=O
    i	i	i	i	0.0	i	i	11.9	i	i	i
CNC(=O)C1C(=S)NC(N)=C(C#N)C1c1ccccc1 (stereo not drawn)
    i	i	i	i	-0.3	i	i	28.9	i	i	i
O=C(c1cc(-c2ccccc2)nc2ccccc12)N1CCN(c2ccccc2O)CC1
    i	i	i	i	-4.0	i	i	14.0	i	i	i
Cc1cc(S(=O)(=O)N2CCCC2)ccc1OCC(=O)N1CCOCC1
    i	i	i	i	-0.2	i	i	14.7	i	i	i
C=CCNC(=O)c1ccc(C)cc1Cl
    i	i	i	i	0.1	i	i	15.8	i	i	i
CCOc1ccc(S(=O)(=O)N2CCC(C(=O)NCCN3CCOCC3)CC2)cc1C
    i	i	i	i	-0.6	i	i	7.4	i	i	i
N#Cc1cccc(C#N)c1Oc1ccc(N)cc1
    i	i	i	i	-0.5	i	i	·	i	i	i
Cc1ccccc1SCC(=O)OCC(=O)N(C)c1c(N)n(Cc2ccccc2)c(=O)[nH]c1=O
    i	i	i	i	0.0	i	i	38.4	i	i	i
FC(F)(F)c1ccc(Oc2ccc3cc(Br)ccc3c2)nc1
    i	i	i	i	0.3	i	i	40.6	i	i	i
O=C(CCCN=C1NS(=O)(=O)c2ccccc21)OCC(=O)c1ccc(F)c(F)c1
    i	i	i	i	0.4	i	i	24.4	50*	i	i
CCOC(=O)c1nnn(-c2nonc2N)c1-c1ccc(C)cc1
    i	i	i	i	-0.1	i	i	30.7	i	i	i
CC1CCN(S(=O)(=O)c2ccccc2)CC1
    i	i	i	i	-0.1	i	i	10.1	i	i	i
O=C(COc1ccc(Cl)cc1)NCc1nnc(SCC(=O)NCc2ccc3c(c2)OCO3)o1
    i	i	i	i	-0.2	i	i	18.8	i	i	i
CCOC(=O)C1CCN(C(=O)c2cc(S(=O)(=O)N(C)C)ccc2N2CCCC2)CC1
    i	i	i	i	-0.3	i	i	-0.9	i	i	i
CCOc1ccc(CSC(=N)N)cc1Cl
    i	i	i	33*	-0.4	i	i	24.8	120*	i	i
Cc1ccc(NC(=O)/C=C/c2ccc([N+](=O)[O-])s2)c(C)c1
    i	i	i	i	8.8	i	i	34.9	i	i	i
CC(C)(C)c1ccc(Cn2c(=O)cnc3ccccc32)cc1
    i	i	i	i	-2.9	i	i	6.5	i	i	i
CCOC(=O)Cc1c(C)nc(N)[nH]c1=O
    i	i	i	i	-0.1	i	i	5.8	i	i	i
CCOC(=O)/C=C1\SCC(=O)N1Cc1ccc(Br)cc1
    i	i	i	i	0.3	i	i	7.8	i	i	i
COc1ccc(/C=C/C(=O)NCCSCc2ccco2)cc1
    i	i	i	i	-0.2	i	i	25.9	i	i	i
Cc1ccc(S(=O)(=O)N2CCCC2CNC(=O)C(=O)Nc2ccc(F)cc2)cc1 (stereo not drawn)
    i	i	i	i	2.9	i	i	16.8	i	i	i
CC(=O)NC(Cc1ccc(F)cc1)C(=O)NC1CCN(C(=O)Nc2ccccc2C)CC1 (stereo not drawn)
    i	i	i	i	0.5	i	i	-6.7	i	i	i
O=C(NC1CC1)c1ccc(NS(=O)(=O)c2ccc(F)cc2)cc1
    i	i	i	i	1.0	i	i	23.3	i	·	i
CC(C)C[C@@H](CSc1ccc(Br)cc1)N1CCN(CCc2ccccc2)CCC1=O
    i	i	i	i	1.2	i	i	2.5	i	·	i
COc1ccc(NC(=O)CCN2C(=O)[C@@H]3[C@H](C2=O)[C@H]2C=C[C@@H]3C2)cc1
    i	i	i	i	0.1	i	i	5.3	i	i	i
CSc1ncccc1C(=O)NCc1ccc(C)cc1
    i	i	i	i	-0.2	i	i	-7.3	i	i	i
CC(C)CCN(C(=O)COc1ccc(C#N)cc1)c1c(N)n(Cc2ccccc2)c(=O)[nH]c1=O
    i	i	i	i	-0.2	i	i	8.9	i	i	i
O=c1ccc(=O)n2n1CC(O)C2
    i	i	i	i	0.4	i	i	6.5	i	i	i
Cc1ccc(-c2nc(N)n(C(=O)c3cccnc3)n2)cc1
    i	i	i	i	1.3	i	i	24.3	i	i	i
O=C(O)CC(NC(=O)c1ccncc1)c1ccccc1 (stereo not drawn)
    i	i	i	i	-0.1	i	i	12.1	i	i	i
CC(C)CNC(=O)CSc1ccc(Cl)cc1
    i	i	i	i	1.1	i	i	9.4	i	i	i
Cc1ccc(S(=O)(=O)CCC(=O)Nc2cccc([N+](=O)[O-])c2)cc1
    i	i	i	i	-0.4	i	i	11.5	i	i	i
Cc1c(Cl)cccc1NC(=O)Cc1ccc([N+](=O)[O-])cc1
    i	i	i	i	-0.5	i	i	40.6	i	·	i
N#Cc1cc2ccccc2nc1N
    i	i	i	i	0.6	i	i	·	i	i	i
COc1cccc(/C=C/C(=O)OCC(=O)Nc2ccccc2Sc2ccccc2)c1
    i	i	i	i	-0.2	i	i	13.4	i	i	i
CC1=CC(=O)C(C(C)C)=C/C1=N\OC(=O)c1cccc2nc(C)oc12
    i	i	i	i	-1.3	i	i	-4.0	i	i	-5.05*
Cc1ccc(S(=O)(=O)N(C)c2ccc(C)c([N+](=O)[O-])c2)cc1
    i	i	i	i	-0.7	i	i	7.7	i	i	i
COc1ccc(/C=C2\C(=O)NCC(=O)N2C)cc1
    i	i	i	i	0.5	i	i	-2.2	i	i	i
Clc1ccccc1Cn1nnc2ccccc21
    i	i	i	i	0.4	i	i	3.5	i	i	i
CC1Oc2ccccc2N(CC(=O)N2CCCCC2)C1=O (stereo not drawn)
    i	i	i	i	-0.1	i	i	15.3	i	i	i
COc1ccc(-c2c(C)nn3c(N4CCOCC4)cc(C)nc23)cc1OC
    i	i	i	i	1.2	i	i	15.8	i	i	i
Cc1ccsc1C(=O)NNC(=O)COc1ccccc1Cl
    i	i	i	i	0.4	i	i	7.2	i	i	i
Cc1nn(C)c(C)c1NC(=O)c1ccc(S(=O)(=O)N(C)C)cc1
    i	i	i	i	-0.3	i	i	14.5	i	i	i
CC(=O)c1cccc(NC(=O)CCc2nnc3ccc(NCc4ccco4)nn23)c1
    i	i	i	i	-0.1	i	i	24.0	i	i	i
COc1ccc(C(NC(=O)CC(C)C)c2c(O)ccc3ccccc23)cc1 (stereo not drawn)
    i	i	i	i	-0.5	i	i	53.0	i	i	i
Cc1cc(C)n2c(SCC(=O)Nc3c(C)n(C)n(-c4ccccc4)c3=O)nnc2n1
    i	i	i	i	2.8	i	i	6.1	i	i	i
C=CCNc1nc(N2CCCC2)nc2ccccc12
    i	i	-7*	i	-0.3	i	i	26.7	i	i	i
CCOCCCNC(=O)C(c1ccc(Cl)cc1)N1CCN(c2ccccc2)CC1 (stereo not drawn)
    i	i	i	i	-0.1	i	i	26.7	i	i	i
CN1CCN(C(=O)c2ccc3c(c2)NC(=O)/C(=C/c2ccccc2)S3)CC1
    i	i	i	i	2.6	i	i	7.7	i	i	i
CN(C)C(=O)c1ccc(NC(=O)COC(=O)C2CCN(S(=O)(=O)c3ccc4c(c3)OCCO4)CC2)cc1
    i	i	i	i	-0.4	i	i	1.5	i	i	i
CCOC(=O)C1=C(O)CSC1=Nc1ccc(C)cc1
    i	i	i	i	-0.6	i	i	-0.1	i	i	-5.73*
CCOC(=O)c1cnc2ccc(C(=O)OC)cc2c1NCCCN1CCOCC1
    i	i	i	i	-3.9	i	i	-0.4	i	i	i
O=C(/C=C/c1ccc2ccccc2n1)c1cc(Br)ccc1O
    i	i	i	i	0.9	i	i	16.1	i	i	i
O=C(c1cc(C2CC2)nc2ccccc12)N1N=C(C(F)F)CC1(O)C(F)F (stereo not drawn)
    i	i	i	i	-0.3	i	i	5.8	i	i	i
CSCCC(NS(=O)(=O)c1ccc2c(c1)oc(=O)n2C)C(=O)NCc1cccs1 (stereo not drawn)
    i	i	i	i	-0.6	i	i	29.5	i	i	i
Cc1nc(-c2ccc(S(=O)(=O)N3CCN(c4ccccc4)CC3)cc2)co1
    i	i	i	i	-0.6	i	i	14.8	i	i	i
CC(=O)c1c(C)n(-c2ccc(N(C)C)cc2)c2ccc(OCC(N)=O)cc12
    i	i	i	i	0.0	i	i	-0.4	i	i	i
COc1ccc(CCn2c(NN)nc3c2c(=O)[nH]c(=O)n3C)cc1
    i	i	i	i	-0.3	i	i	27.2	i	i	i
CC1CC(C)CN(CCCNS(=O)(=O)c2cc(Br)cc3c2N(C(=O)C2CC2)CC3)C1 (stereo not drawn)
    i	i	i	i	0.0	i	i	14.6	115*	i	i

Following part.
Below each compound: MrgX1 allo act	TRPC6 inhibitor	TRPC4 inh	MrgX1 agonist	HIF activator	TRPC4 potent	TRPC6 activator	AI-2 QS mod	TRPC4 agonist	PolyA inhibitor	MrgX1 antag
CC1(C)CC(O)(CNCc2ccc3c(c2)OCO3)CCO1 (stereo not drawn)
    i	i	i	i	-0.4	i	i	13.8	i	i	i
CC(/C=C/c1ccccc1)=N/NC(=O)c1cccc(Br)c1
    i	i	i	i	0.4	i	i	11.3	i	i	i
Cc1nc2c(C(=O)NCCC(C)C)c[nH]n2c(=O)c1Cc1ccccc1F
    i	i	i	i	0.1	i	i	15.7	i	i	i
CCC(Cc1ccccc1)NC(=O)CSc1ccsc1[N+](=O)[O-] (stereo not drawn)
    i	i	i	i	0.5	i	i	8.6	i	i	i
CC(C)CC(=O)NC(=S)Nc1nc(-c2ccc(Cl)cc2)cs1
    i	i	i	i	-0.3	i	i	5.0	i	·	i
COc1ccc(NC(=O)c2cc3ccccc3[nH]2)cc1
    i	i	i	i	-32.8	i	i	21.5	i	i	i
O=C(CCC1CCCCC1)Nc1ccccc1C(=O)N1CCOCC1
    i	i	i	i	0.0	i	i	4.8	i	i	i
COc1cc(/C=N/NC(=O)CC#N)cc(Br)c1O
    i	i	i	i	-0.1	i	i	14.6	i	i	i
